Source: PubChem BioAssay (several laboratories)
GSK3B inh = inhibitors of human GSK3beta kinase | P49841 | GST-GSK3beta kinase, ADP-Glo luminescence, 60 min; active compounds read low | activity score (negative = inhibition), % at 10 µM | 300,000 compounds, 0.038% hits | AID 2097;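 active = more than half of replicate wells score below -50%, meaning over 50% inhibition versus plate controls; inconclusive = some replicates but at most half score below -50%; inactive = no replicate scores below -50%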;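 also: 0% = median DMSO wells and -100% = median GW8510 positive control wells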
Target sequence (P49841 whole entry, looked up): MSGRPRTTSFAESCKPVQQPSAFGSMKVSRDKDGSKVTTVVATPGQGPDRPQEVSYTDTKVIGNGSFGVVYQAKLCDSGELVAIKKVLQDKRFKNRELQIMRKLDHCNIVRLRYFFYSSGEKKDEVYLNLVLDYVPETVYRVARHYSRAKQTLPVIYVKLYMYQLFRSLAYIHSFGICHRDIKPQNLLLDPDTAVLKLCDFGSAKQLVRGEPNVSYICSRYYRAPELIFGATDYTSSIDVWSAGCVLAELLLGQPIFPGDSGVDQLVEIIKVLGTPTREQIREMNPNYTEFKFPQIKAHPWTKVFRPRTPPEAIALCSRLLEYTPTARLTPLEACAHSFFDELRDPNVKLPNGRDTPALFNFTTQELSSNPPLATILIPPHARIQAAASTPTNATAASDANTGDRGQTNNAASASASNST
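Test system: GST-fused GSK3beta enzyme, cell-free | Quantity: 1.6 ng GST-GSK3beta enzyme per well | Reagent: 25 µM ATP with peptide substrate | Schedule: 60 min enzyme reaction, room temperature | Signal: Luminescent ADP-Glo measurement of ADP formed | Read-out basis: Score relative to plate controls | Control set: DMSO and 20 µM GW8510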
HSF1 activator = increases HSF-1 driven luciferase reporter signal; NIH3T3-HGL HSF-1 luciferase reporter, MG132, 8 h; 100% = twice DMSO control signal; activation, % at 9 µM; 300,000 compounds, 1.7% hits; AID 504408;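 active = mean replicate activation of at least 50% with a set share of replicates each reaching 50%; inconclusive = only one of those two conditions met; inactive = mean below 50% and too few replicates reaching it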;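 also: 0% = median of the neutral control wells and 100% = twice that signal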
GSK3A inh = blocks human GSK-3 alpha kinase | ADP-Glo luminescence, 60 min | inhibition, % at 10 µM | 320,000 compounds, 0.1% hits;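 in the data active = inhibition above about 50%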;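 also: GST-tagged GSK-3 alpha with peptide substrate and 25 µM ATP; 0% = DMSO neutral wells and 100% = GW8510 positive control wells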
Target sequence (P49840 whole entry, looked up): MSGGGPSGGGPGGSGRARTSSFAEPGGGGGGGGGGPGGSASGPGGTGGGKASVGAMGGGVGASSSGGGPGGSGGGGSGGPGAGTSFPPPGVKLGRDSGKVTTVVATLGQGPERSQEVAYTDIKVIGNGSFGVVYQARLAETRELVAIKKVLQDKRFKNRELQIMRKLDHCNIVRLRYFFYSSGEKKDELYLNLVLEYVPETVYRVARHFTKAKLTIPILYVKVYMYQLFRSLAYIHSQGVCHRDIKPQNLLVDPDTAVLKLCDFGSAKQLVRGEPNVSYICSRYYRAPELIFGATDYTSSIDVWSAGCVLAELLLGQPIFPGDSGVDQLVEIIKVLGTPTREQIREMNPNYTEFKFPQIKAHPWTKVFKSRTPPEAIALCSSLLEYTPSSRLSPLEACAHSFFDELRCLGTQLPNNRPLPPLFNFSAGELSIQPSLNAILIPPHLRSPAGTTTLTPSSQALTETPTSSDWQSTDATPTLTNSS
KLF5 inhibitor = kruppel-like factor 5 inhibition; AID 1700; DLD-1 KLF5 promoter-luciferase reporter, luminescence; inhibition, % at 5 µM; 290,000 compounds, 0.23% hits;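 active = inhibition above a per-plate limit of that plate's mean compound inhibition plus 3 SD, cut at about 60% in these data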;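 also: 0% = DMSO wells and 100% = LY294002 at 200 µM; higher means less KLF5 promoter-driven luciferase light; inactives centre near -14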
HIF activator = HIF pathway transcriptional activation; U2OS HRE-luciferase reporter, luminescence; normalized: DMSO 0%, desferrioxamine 100%; activation, % at 7.5 µM (by protocol); 300,000 compounds, 0.32% hits;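 active = mean activation of at least 10% of the iron chelator positive control signal, with at least half of replicates also reaching 10%; inconclusive = mean and replicate majority disagree about reaching 10%; inactive = mean and most replicates under 10%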
AI-2 QS mod = modulates the Vibrio harveyi AI-2 quorum sensing system; Vibrio harveyi JMH597 AI-2 luminescence/OD600 ratio, 9 h; active compounds read low; strain lacks LuxN and CqsS sensors; 0 = neutral-control median; activity change, % at 7.5 µM; 300,000 compounds, 0.4% hits; in the data active = activity change below about -75%, passing the limit was not always enough; inconclusive = no clear call, values can overlap the other calls;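 also: luminescence divided by OD600 gain over 9 h not by final OD600 alone; inactives centre near 13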
aSyn UTR inh = MLPCN primary screen, SNCA 5' untranslated region; inhibition, % (tested at 7.5 µM); alpha-synuclein 5'UTR reporter, inhibitor activity; 300,000 compounds, 0.82% hits; AID 1813; in the data active = inhibition above about 60%; inconclusive = no clear call, values can overlap the other calls;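 also: H4 neuroglioblastoma cells stably carrying SNCA 5'UTR luciferase fusion; 0% = DMSO wells and 100% = positive control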
HSF1 inh = HSF1 inhibition; NIH3T3-HGL HSE-luciferase, MG132-induced, luminescence 8 h; active compounds read low; activity change, negative = inhibition, % at 7.5 µM (by protocol); 300,000 compounds, 0.77% hits; AID 2098;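 active = more than half of replicate wells show activity change below -50%, luminescence cut by over half; inconclusive = some wells, but at most half, below -50%; inactive = no replicate well below -50%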;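 also: luciferase reports HSF-1 transcriptional activity via heat shock element; 0% = median of DMSO wells and -100% = zero luminescence signal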
IEC-6 tox = kills IEC-6 intestinal cells in KLF5 counter-screen; IEC-6 cytotoxicity, luminescence viability; inhibition, % at 5 µM; 290,000 compounds, 0.78% hits; in the data active = inhibition above about 22%;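 also: 0% = plate median of test compound wells and 100% = cytotoxic reference compound wells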
HSP90 inh = HSP90 refolding inhibition in rabbit reticulocyte lysate | luciferase refolding luminescence, 3 h | inhibition, % at 5.6 µM | 290,000 compounds, 0.91% hits | AID 1789;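 active = inhibition above the screen-wide mean plus 3 SD, computed separately per campaign, cut at about 16% in these data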;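 also: 0% = DMSO wells and 100% = 60 µM geldanamycin wells; inhibitors lower the luminescence because luciferase stays unfolded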
* marks the source's active call; other numbers are inactive results; ? = inconclusive; / = no result given.

SMILES	GSK3B inh	HSF1 activator	GSK3A inh	KLF5 inhibitor	HIF activator	AI-2 QS mod	aSyn UTR inh	HSF1 inh	IEC-6 tox	HSP90 inh
COc1cc(C(Nc2ccc(S(=O)(=O)NCC3CCCO3)cc2)C(=O)NC(C)(C)C)cc(OC)c1OC (stereo unspecified)	-0.3	-11.3	-2.1	8.7	-0.1	-4.7	6.2	-3.7	3.0	-5.1
CCc1ccccc1NC(=O)Cn1nc(C(F)(F)F)c2c1CCC2	-0.3	8.4	-1.1	-37.4	0.1	22.4	3.9	-1.0	-2.6	3.8
CN(C)c1ccc(/C=N/NC(=O)CCC(=O)NCc2ccccc2)cc1	-0.2	-16.6	-1.4	-16.7	0.0	22.7	-10.3	-15.4	1.8	1.8
COC(=O)c1ccc(NC(=O)CN2C(=O)CNC2=O)cc1	-5.2	-35.0	-1.4	-3.8	-1.1	9.7	-22.4	-15.4	2.2	-1.6
O=C(Cc1ccc(Br)cc1)Nc1cccc(-c2cn3c(n2)SCC3)c1	-1.8	9.2	-3.8	-20.6	0.8	28.7	2.9	10.1	1.3	-3.9
COCCCNC(=S)Nc1ccc2nc3n(c(=O)c2c1)CCCCC3	/	25.5	/	4.4	3.1	/	-45.7	8.1	4.3	-4.3
CCc1ccc(C(=O)NNC(=S)Nc2ccc(S(N)(=O)=O)cc2)s1	1.5	11.0	1.5	-14.3	0.3	50.8	6.0	1.8	7.5	0.7
O=C(O)c1ccc(Cl)c(NC(=S)NC(=O)c2ccccc2[N+](=O)[O-])c1	2.8	-0.3	-1.4	1.6	-0.3	17.9	1.1	-1.8	4.7	-2.3
COC(=O)c1ccc(OCCN2C3=NCCN3c3ccccc32)cc1	3.6	-10.4	0.9	-11.5	-0.6	13.8	-36.7	-3.7	0.5	-1.7
Oc1ccc2ccccc2c1C=NC1CCCCC1	1.9	-5.1	0.7	-7.8	-0.2	27.3	-6.6	-0.5	5.3	5.3
O=C1c2cccc3cccc(c23)C(=O)N1CCN1CCN(C(=S)Nc2ccc(Cl)cc2)CC1	3.5	19.2	0.2	5.4	0.3	32.0	1.9	-3.5	6.1	-0.8
CC1CCN(S(=O)(=O)c2ccc(C(=O)N3CCOCC3)cc2)CC1	-4.6	-9.2	1.2	-30.9	-1.1	19.4	7.2	-8.9	1.7	-2.9

Continued:
SMILES	GSK3B inh	HSF1 activator	GSK3A inh	KLF5 inhibitor	HIF activator	AI-2 QS mod	aSyn UTR inh	HSF1 inh	IEC-6 tox	HSP90 inh
Cc1nc([N+](=O)[O-])c(Br)n1CC(=O)c1ccc2ccccc2c1	-2.9	159.1*	-1.1	-2.6	5.4	2.4	-24.4	117.6	3.4	16.5*
CN(Cc1ccccc1)C(=O)COC(=O)c1cc(Cl)nc(Cl)c1	2.6	31.8	-13.0	4.9	0.1	-2.4	0.5	-4.7	5.8	-0.7
COc1ccc(Cl)cc1NC(=O)CN(C)C(=O)CCCc1c[nH]c2ccccc12	-0.9	60.8*	-0.8	-28.8	-0.1	28.5	10.1	56.7	-2.2	-5.8
Cc1cccc(S(=O)(=O)NNC(=O)c2sc(C)nc2C)c1	-1.4	-33.6	3.1	13.7	0.0	15.6	36.2	-10.7	-2.5	0.2
C(=N/Nc1cc(N2CCOCC2)nc(N2CCOCC2)n1)/c1ccccc1	-4.2	-4.8	-2.7	-16.4	-0.5	22.2	-44.9	-13.4	8.0	-0.7
COc1ccc(NC(=O)[C@H](C)NC(=O)C2CCN(S(=O)(=O)c3ccc(C)cc3)CC2)cc1OC	1.6	-1.2	0.3	-8.0	-0.3	/	22.9	-2.8	-3.3	-0.6
CC(C)Sc1nc(-c2ccccc2)cc(=O)[nH]1	5.4	4.7	/	-2.2	0.1	55.8	13.0	-6.3	-4.9	-1.8
CCN1CCN(C(=O)c2ccccc2NC(=O)c2ccc(Cl)cc2)CC1	-1.4	-11.3	1.2	-8.7	-0.5	13.5	-22.8	-8.4	-7.5	-4.5
CNC(=O)c1ccc(-c2ccc(Cl)c(Cl)c2)s1	0.0	33.1	1.7	-37.8	0.9	11.2	-94.2	16.9	3.9	-5.1
CC12CCC(=O)N1C(C(=O)Nc1ccccc1N1CCOCC1)CS2 (stereo unspecified)	-1.4	5.2	4.7	-22.2	-0.4	36.7	9.2	3.5	-2.5	-0.4
COc1ccc(NC(=O)c2cc3sccc3n2Cc2ccc(F)cc2)cc1OC	-5.2	25.3	0.1	-53.3	5.3	-6.9	-75.8	-0.7	5.3	1.7
CCc1cccc(NC(=O)c2ccc(NS(=O)(=O)c3c(C)noc3C)cc2)c1	3.5	-17.0	-1.1	0.3	0.5	16.7	1.6	5.7	4.0	-2.4

The listing continues.
SMILES	GSK3B inh	HSF1 activator	GSK3A inh	KLF5 inhibitor	HIF activator	AI-2 QS mod	aSyn UTR inh	HSF1 inh	IEC-6 tox	HSP90 inh
CC(C)(C)NC(=O)NC(=O)COC(=O)CCCc1c[nH]c2ccccc12	6.6	-8.1	-1.8	-28.4	-0.2	8.6	7.5	-6.0	1.5	4.8
O=C(Nc1nccs1)c1cc(N2CCOCC2)nc2ccccc12	1.6	25.0	6.8	-25.5	-0.1	47.2	33.9	11.1	1.9	2.2
Cc1csc(=Nc2ccccc2)n1CCCN1CCCC1=O	2.1	2.1	-1.2	-11.6	0.7	4.2	-1.2	-0.9	-1.1	-2.2
Cc1ccc(C(=O)N2CCCC(CCC(=O)NCc3ccc(F)c(F)c3)C2)cn1 (stereo unspecified)	2.7	18.8	/	-16.2	0.3	16.2	-17.7	17.3	-3.1	-1.4
COc1ccc(C(CNC(=O)COc2ccc(Cl)c(C)c2)N2CCCCC2)cc1 (stereo unspecified)	-2.1	10.7	/	4.1	-0.1	6.8	3.4	-0.5	-4.3	5.0
COc1ccc2c(c1)sc(=N)n2CC(=O)Nc1cc(C)cc(C)c1	1.5	3.4	0.8	-14.8	0.1	4.7	10.1	0.1	0.8	-0.5
O=C(NCCc1ccccc1)/C(=C\c1ccc([N+](=O)[O-])cc1)NC(=O)c1ccc(Br)cc1	1.2	-13.1	-0.9	-12.5	-0.2	26.2	10.5	-1.5	-3.8	2.9
O=C(CCN1C(=O)c2ccccc2C1=O)N1CCN(Cc2ccc(Cl)cc2Cl)CC1	-1.2	5.7	-1.1	-15.2	-0.4	6.5	20.7	-5.6	-7.8	0.8
Cc1ccc(N2CC(C(=O)Nc3ccccc3N3CCCC3)CC2=O)cc1 (stereo unspecified)	0.4	-2.1	-0.9	-18.2	1.4	15.8	8.2	5.5	-3.6	-2.7
Cc1ccc(SCCNC(=O)c2ccccc2F)cc1	/	22.8	1.6	-33.6	1.1	/	-7.5	2.7	2.8	3.5
CCSC1=C(C#N)C(c2ccc(C)o2)CC(=O)N1 (stereo unspecified)	-1.7	-14.5	-3.2	-11.7	0.5	16.5	19.9	-3.6	-3.7	-3.0
CC(C)S(=O)(=O)C/C(N)=N/OC(=O)c1cc(Cl)cc(Cl)c1	-2.3	-0.7	-1.5	-10.3	0.3	15.9	-24.1	-1.6	1.4	3.1

Next section.
SMILES	GSK3B inh	HSF1 activator	GSK3A inh	KLF5 inhibitor	HIF activator	AI-2 QS mod	aSyn UTR inh	HSF1 inh	IEC-6 tox	HSP90 inh
N/C(=N\NC(=O)c1ccc(Cl)cc1)c1cnccn1	-26.5	2.5	0.1	-71.1	1.9	39.6	-67.1	5.8	12.1	-1.9
COC(=O)c1c(NC(=O)COC(=O)c2ccc(Cl)nc2)sc(C)c1C	0.3	2.0	-0.1	/	0.6	8.5	2.7	-2.3	/	/
Cc1sc2ncnc(N3CCC(C(=O)N(CC(C)C)c4nc5ccccc5s4)CC3)c2c1C	-2.8	-24.5	-0.6	/	0.5	28.1	-0.5	-3.3	/	/
COc1ccc(S(=O)(=O)Nc2cccc(-c3ccc4nncn4n3)c2)cc1F	4.0	-9.5	/	69.9*	0.2	29.5	14.5	3.6	59.4*	-0.8
COc1ccc(CNC(=O)C(=O)NCC2CCCO2)cc1 (stereo unspecified)	-1.5	12.7	-9.3	-10.6	0.0	14.7	12.1	2.9	4.3	0.6
COc1ccccc1-c1nnc(SCC(=O)NCc2ccco2)n1N	-1.1	-1.3	-0.4	-7.8	0.0	16.9	-36.5	2.2	-4.1	-0.7
Cc1onc(-c2ccccc2Cl)c1C(=O)Nc1cccnc1	2.2	0.2	3.4	-2.1	-0.1	23.3	13.0	-7.1	-3.2	1.1
CCOC(=O)N/N=C1\CC(C)CC(C)(C)C1 (stereo unspecified)	0.2	-6.9	/	-32.6	-0.5	10.6	0.5	-0.8	-1.0	-5.4
O=C(Nc1ccc(Br)cc1)N1CCc2ccccc2C1	-1.4	?	-1.3	-132.6	3.6	11.0	-161.2	33.2	3.1	-4.5
CCOC(=O)c1ccc(NC(=S)NCCc2ccc(F)cc2)cc1	1.7	-3.5	-3.8	17.5	0.1	7.3	-23.6	0.0	5.4	2.4
CCOc1cc(Br)c(CC(=O)O)cc1OCC	0.9	-7.4	-10.1	-14.8	-0.1	27.8	-13.5	-1.1	7.0	5.6
O=C(/C=C/c1ccc(S(=O)(=O)N2CCOCC2)cc1)NCc1ccccc1	-2.9	2.9	-1.9	-15.5	-0.2	26.3	-6.1	6.5	-8.1	-2.5

The results go on.
SMILES	GSK3B inh	HSF1 activator	GSK3A inh	KLF5 inhibitor	HIF activator	AI-2 QS mod	aSyn UTR inh	HSF1 inh	IEC-6 tox	HSP90 inh
CCCCOC(=O)CSc1nc2ccccc2o1	2.8	4.8	-1.9	-23.7	-0.8	16.3	-18.4	-4.0	3.4	0.5
O=C(c1ccc(Cl)cc1)C1C2C(=O)N(c3ccccc3)C(=O)C2C2CCCN21 (stereo unspecified)	0.2	3.6	/	-41.9	-0.1	1.0	-9.7	17.7	-0.9	1.7
CCN(CC)C(=O)CSc1nnc(-c2ccccn2)n1-c1ccccc1OC	-0.2	-7.9	-2.3	0.8	-0.1	11.8	0.1	0.3	-1.0	-1.2
N#Cc1c(/N=C/c2ccc(-c3ccccc3C(=O)O)o2)sc2c1CCCC2	-1.1	-9.6	-9.2	-131.5	1.2	-1.0	-77.5	0.7	-6.8	12.5
Cc1c(NC(=O)c2c(N)sc3c2CCCC3)c(=O)n(-c2ccccc2)n1C	5.4	-4.7	-0.8	-15.2	-0.5	25.8	3.0	-0.8	-5.3	-0.3
OCCCNC(=S)Nc1ccc2nc(-c3ccccn3)c(-c3ccccn3)nc2c1	2.6	1.6	5.4	-43.8	/	25.7	0.8	-17.6	-1.4	4.9
CCOc1ccc(NC(=O)C2CCN(S(=O)(=O)CC)CC2)cc1	-3.3	14.0	1.1	-36.0	1.8	17.2	12.4	-4.6	-0.2	2.4
O=C(NC1CCCCC1)C1CCCN1S(=O)(=O)c1ccc(F)cc1 (stereo unspecified)	/	15.3	0.0	-5.8	-2.5	/	3.0	-3.6	6.5	-0.9
O=C(C1CCC1)N1CCN(Cc2ccccc2)CC1	0.6	1.0	-0.9	-24.7	-0.3	-7.1	3.9	-8.8	-2.5	-2.8
